Screening results: PubChem, National Center for Advancing Translational Sciences (NCATS)
Vif-APOBEC3F blk = qHTS for Inhibitors of Vif-A3F Interactions: qHTS | HeLa A3F-eYFP + Vif (tagged APOBEC3F with the HIV-1 protein that degrades it), YFP fluorescence increase | Potency, µM (doses to about 46.1 µM), for inactives: at the highest dose activity, negative = active | hit rate 0.2% among 390,000; further: % of control where 0% means no effect; nearly all actives have a fitted effect of over 65% in size
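HeLa cells stably expressing A3F-eYFP plus Vif, plated and incubated overnight at 37 deg C, then exposed to compounds overnight at 37 deg C. Blocked degradation read as raised yellow fluorescence (Ex 488/Em 500-530).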
USP1 inh = Inhibitors of USP1/UAF1: Primary Screen. Ubiquitin carboxyl-terminal hydrolase 1 (Homo sapiens), O94782. AID 743255, 2014. Potency, µM (titrated, usually from 57.1 µM), inactives show at the highest dose activity change, negative = inhibition, usual class: inhibitors. hit rate 0.23% among 390,000. recombinant USP1/UAF1, Ub-Rhodamine cleavage fluorescence; further: on the % scale 0 is the no-effect control and ±100 the full control effect; nearly all actives have a fitted effect of over 60% in size; inactives centre near -12
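High-throughput fluorogenic screen: 1nM USP1/UAF1 complex, Ub-Rho substrate 150nM final, 50mM HEPES pH 7.8 with 0.5mM EDTA, 0.1 mg/ml BSA, 1mM TCEP and 0.01% Tween-20.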
RXFP1 agonist = qHTS Assay for Agonists of the Relaxin Receptor RXFP1. Relaxin receptor 1 (Homo sapiens), Q9HBX9. HEK293T-RXFP1 cAMP TR-FRET, 30 min; response scale: percent of porcine relaxin response, buffer zero. Potency, µM (series often up to 57.5 µM), for the others: top-dose activation, hits mostly activators. hit rate 0.3% among 370,000. AID 2676, 2010; further: on the % scale 0 is the no-effect control and ±100 the full control effect; nearly all actives have a fitted effect of over 60% in size; many of its hits are not listed in these tables
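HEK293 cells stably expressing RXFP1, treated 30 min at 37C with compounds plus PDE4 inhibitor Ro 20174; cAMP measured by HTRF TR-FRET. Normalized to buffer and 29 nM porcine relaxin; EC50 by Hill fit.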
TrxR1 substrate = qHTS Assay for Substrates of Mammalian Selenoprotein Thioredoxin Reductase 1 (TrxR1): qHTS. purified TrxR1 substrate turnover, NADPH consumption readout. Potency, µM (series often up to 114 µM), for the others: at the highest dose activity change, negative = substrate turnover. hit rate 0.01% among 390,000; further: on the % scale 0 is the no-effect control and ±100 the full control effect; nearly all actives have a fitted effect of over 50% in size
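Rat TrxR1, dispensed at 90 nM, was prereduced with 400 uM NADPH (final) for 5 min at ~22 deg C, then incubated with compound 15 min before 400 uM selenite. A first-read NADPH fluorescence drop versus no-compound background flagged substrates.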
IDH1 R132H inh = qHTS for Inhibitors of mutant isocitrate dehydrogenase 1 (IDH1): qHTS; Isocitrate dehydrogenase [NADP] cytoplasmic (Homo sapiens), O75874; IDH1-R132H enzyme, NADPH consumption, diaphorase/resazurin fluorescence; Potency, µM (doses to about 76.6 µM), without a hit: at the highest dose activity change, negative = inhibition, most hits filed as inhibitors; hit rate 0.093% among 390,000; AID 602179, 2012; further: on the % scale 0 is the no-effect control and ±100 the full control effect; nearly all actives have a fitted effect of over 65% in size
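IDH1-R132H (0.5 ug/mL dispensed) in pH 7.5 Tris buffer was preincubated 30 min with compound, then given a substrate mix of 0.016 mM NADPH and 2 mM alpha-KG for 80 min at room temperature; remaining NADPH was read by diaphorase/resazurin fluorescence.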
Vif-APOBEC3G blk = qHTS for Inhibitors of Vif-A3G Interactions: qHTS; AID 602310, 2012; HeLa A3G-eYFP + Vif (tagged APOBEC3G with the HIV-1 protein that degrades it), YFP fluorescence, overnight; hit rate 0.076% among 410,000; Potency, µM (doses to about 46.1 µM), inactives show at the top dose activity, negative = active, actives largely listed as inhibitors;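 further: on the % scale 0 is the no-effect control and ±100 the full control effect; nearly all actives have a fitted effect of over 60% in size; hits raise eYFP signal because A3G escapes Vif-driven loss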
Target sequence (Q9HC16 whole entry, looked up): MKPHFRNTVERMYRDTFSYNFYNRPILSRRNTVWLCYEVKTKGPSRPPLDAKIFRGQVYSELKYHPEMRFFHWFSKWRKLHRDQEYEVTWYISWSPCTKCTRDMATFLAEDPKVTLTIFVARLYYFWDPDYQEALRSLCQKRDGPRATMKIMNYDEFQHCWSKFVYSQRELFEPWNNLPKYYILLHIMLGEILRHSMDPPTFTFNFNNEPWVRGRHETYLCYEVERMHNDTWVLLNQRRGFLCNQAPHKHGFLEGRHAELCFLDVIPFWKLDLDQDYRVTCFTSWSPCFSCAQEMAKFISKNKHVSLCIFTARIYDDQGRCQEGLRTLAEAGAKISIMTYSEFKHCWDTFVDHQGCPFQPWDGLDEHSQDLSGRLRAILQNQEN
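HeLa cells stably expressing Vif and C-terminally eYFP-tagged A3G, seeded overnight at 37 deg C, then exposed to compound by pintool overnight at 37 deg C. Rise in yellow fluorescence (Ex 488/Em 500-530, Acumen) marks blocked Vif-driven A3G degradation.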
RGS4 inhibitor = Inhibitors of Regulator of G Protein Signaling (RGS) 4: qHTS; Potency, µM (highest dose often 114 µM), without a hit: top-dose activity change, negative = inhibition, usual class: inhibitors; AID 504845, 2011; Transcreener GDP fluorescence polarization, RGS4-accelerated GTP hydrolysis; hit rate 0.039% among 390,000; Regulator of G-protein signaling 4 (Homo sapiens), P49798; further: on the % scale 0 is the no-effect control and ±100 the full control effect; nearly all actives have a fitted effect of over 75% in size; some results filed as inactive show a strong effect at the top dose
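MLSMR compounds (23 nl, pin-transferred) preincubated 10 min at room temperature with a 500nM (2x) first reagent, then RGS4 at 900nM (2x) plus Transcreener GDP mix added; fluorescence polarization (620/688 nm) read before and after 90 min at 30 °C.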
ALOX12 inh = Primary qHTS assay for inhibitors of human arachidonate 12S-lipoxygenase (ALOX12): Round 2 | Polyunsaturated fatty acid lipoxygenase ALOX12 (Homo sapiens), P18054 | purified 12hLO, xylenol orange hydroperoxide absorbance | Potency, µM (doses to about 108 µM), for inactives: at the highest dose activity change, negative = inhibition, usual class: inhibitors | hit rate 1.1% among 580,000 | AID 1671190, 2021; further: on the % scale 0 is the no-effect control and ±100 the full control effect
Target sequence (P18054 whole entry, looked up): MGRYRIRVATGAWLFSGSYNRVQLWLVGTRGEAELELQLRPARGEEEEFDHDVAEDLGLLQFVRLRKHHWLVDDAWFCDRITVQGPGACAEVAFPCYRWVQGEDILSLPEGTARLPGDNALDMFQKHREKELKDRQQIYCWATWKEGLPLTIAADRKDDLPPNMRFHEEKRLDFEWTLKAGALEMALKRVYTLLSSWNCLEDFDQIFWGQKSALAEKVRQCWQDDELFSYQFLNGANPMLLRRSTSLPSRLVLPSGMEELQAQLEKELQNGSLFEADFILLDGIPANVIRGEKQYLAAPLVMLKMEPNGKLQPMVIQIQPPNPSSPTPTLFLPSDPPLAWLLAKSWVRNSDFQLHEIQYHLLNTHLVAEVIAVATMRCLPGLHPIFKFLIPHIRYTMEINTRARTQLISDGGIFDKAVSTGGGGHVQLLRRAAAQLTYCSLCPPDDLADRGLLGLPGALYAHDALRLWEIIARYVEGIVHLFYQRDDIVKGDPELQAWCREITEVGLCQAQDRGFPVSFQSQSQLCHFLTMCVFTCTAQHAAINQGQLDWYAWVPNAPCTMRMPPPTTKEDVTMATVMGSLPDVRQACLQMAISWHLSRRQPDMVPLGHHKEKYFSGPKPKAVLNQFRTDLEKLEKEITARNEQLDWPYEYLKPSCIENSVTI
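Purified human 12hLO (150 nM final) in 25 mM Hepes, 0.01% Triton X-100, pH 7.0 was preincubated 15 min at room temperature with compound. Then 40 uM arachidonic acid was added, 30 min. Hydroperoxide was read by Fe-XO absorbance ratio 573/405 nm.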
TrxR1 inh = qHTS Assay for Inhibitors of Mammalian Selenoprotein Thioredoxin Reductase 1 (TrxR1): qHTS; recombinant rTrxR1, NADPH fluorescence consumption, selenite substrate; Potency, µM (titrated, usually from 114 µM), for inactives: top-dose activity change, negative = inhibition, actives largely listed as inhibitors; hit rate 1% among 390,000; further: on the % scale 0 is the no-effect control and ±100 the full control effect; nearly all actives have a fitted effect of over 65% in size
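Rat TrxR1 (90 nM in the dispensed reagent) was pre-reduced with 400 uM NADPH for 5 min at room temperature, then incubated with compound for 15 min. After 400 uM selenite was added, NADPH fluorescence (Ex 340/Em 450 nm) was followed for 8 min.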
Active calls of the source: *; u = inconclusive; x = no result given; [ ] = remark or other dose. The call rests on the fitted dose curve; in most records, active means well fitted curve in the direction sought with a large enough effect; inconclusive means small, poorly fitted or top-dose-only effect, or another doubt; inactive means no such curve, though single readings can be large; an effect the other way counts as inactive or inconclusive. Potency means the concentration at half of the fitted maximal effect.

mol,Vif-APOBEC3F blk,USP1 inh,RXFP1 agonist,TrxR1 substrate,IDH1 R132H inh,Vif-APOBEC3G blk,RGS4 inhibitor,ALOX12 inh,TrxR1 inh
Cc1nnc(N/N=C/C2CC=CCC2)[nH]c1=O (configuration not stated),-2.1%,-5.0%,0.6%,10.7%[57.1 µM],-3.5%,-2.6%,u,-2.7%,8.9%[57.1 µM]
CCC1CCCCN1CCCNC(=O)CNC(=O)c1nn(-c2ccc(OC)c(Cl)c2)c(=O)c2ccccc12 (configuration not stated),-1.1%,-19.7%,2.5%,2.4%,3.1%,2.3%,-12.3%,-3.8%,12.7%
CN1OC[C@@H]2CN(Cc3ccccc3)[C@H](c3cccc(-c4ccccc4)c3)C[C@@H]21,-5.1%,u,x,x,-3.3%,-1.6%,x,u,x
CN1C(=O)C2(c3ccccc31)N(c1ccc(F)c(Cl)c1)C(=O)CS2(=O)=O (configuration not stated),0.3%,-32.8%,0.5%,5.7%,-2.5%,-4.0%,-22.9%,-7.8%,18.9%
Cc1cccc(OCc2nc(-c3ccc(-n4cccc4)cc3)no2)c1,0.3%,11.8%,6.3%,-2.7%,-6.4%,3.9%,12.7%,4.9%,22.7%
O=C(O)CCCC(=O)N1CCCC1,-4.1%,-2.8%,2.1%,14.4%,21.5%,0.0%,-36.8%,-9.3%,37.5%
CCCC(=O)Nc1sc(C(=O)Nc2cccc(N)c2)c(C)c1C(=O)OC,-2.5%,-1.0%,0.0%,5.7%[57.1 µM],2.6%,-13.5%,-24.2%,-1.4%,12.4%
O=C(c1ccco1)N1CCN(c2cccc(Cl)c2)CC1,-6.8%,-8.4%,0.9%,5.7%,0.0%,1.1%,-8.3%,-17.6%,-20.6%
CC(C)(C)c1ccc(-c2nnc(-c3ccccc3NC(=O)c3ccc(F)cc3F)o2)cc1,4.0%,-15.3%,6.1%,-5.8%[11.4 µM],-4.7%,-2.8%,-4.6%,2.8%,12.8%
Cc1ccc(OCC(=O)OCc2cc(=O)n3nc(C4CC4)sc3n2)cc1C,0.3%,5.5%,-0.2%,-5.1%[57.1 µM],1.0%,-3.0%,15.0%,-13.3%,-6.2%[57.1 µM]
COc1ccccc1N(C)S(=O)(=O)c1ccc(C(=O)OCC(=O)NCCC2=CCCCC2)cc1,-1.6%,-24.0%,0.2%,11.9%[57.1 µM],0.8%,1.9%,-9.5%,-6.1%,5.6%[57.1 µM]
COc1ccc(CNC(=O)CN2C(=O)NC3(CCCCCC3)C2=O)cc1,-0.8%,-7.7%,x,-4.0%,5.4%,-1.2%,20.6%,-29.0%,-6.3%
COC(=O)c1cc(OC)c(OC)cc1NC(=S)Nc1cccc(C(C)=O)c1,-16.9%,-19.4%,0.0%,-10.2%,-0.5%,-7.6%,-17.4%,-8.5%,u
CCOc1ccc(CNS(=O)(=O)c2ccc(-c3coc(C)n3)cc2)cc1,-13.9%,-12.2%,-0.8%,-1.1%[57.1 µM],-3.2%,-1.9%,-4.9%,2.2%,9.6%[57.1 µM]
Cc1nc2ccc(NC(=O)CS(=O)(=O)c3ccc(F)cc3)cc2s1,4.0%,1.2%,0.7%,-3.4%,0.8%,1.6%,5.2%,7.1%,4.8%

The closing 2 entries of the part before open the next one.
mol,Vif-APOBEC3F blk,USP1 inh,RXFP1 agonist,TrxR1 substrate,IDH1 R132H inh,Vif-APOBEC3G blk,RGS4 inhibitor,ALOX12 inh,TrxR1 inh
CCOc1ccc(CNS(=O)(=O)c2ccc(-c3coc(C)n3)cc2)cc1,-13.9%,-12.2%,-0.8%,-1.1%[57.1 µM],-3.2%,-1.9%,-4.9%,2.2%,9.6%[57.1 µM]
Cc1nc2ccc(NC(=O)CS(=O)(=O)c3ccc(F)cc3)cc2s1,4.0%,1.2%,0.7%,-3.4%,0.8%,1.6%,5.2%,7.1%,4.8%
CCOC(=O)C1CCCCN1S(=O)(=O)c1ccc2c(c1)CC(C)N2C(=O)C1CCC1 (configuration not stated),8.9%,-23.2%,6.0%,5.3%,-1.9%,0.0%,-14.0%,6.0%,17.4%
CCS(=O)(=O)N1Cc2ccccc2CC1C(=O)Nc1nnc(SCc2c(Cl)cccc2Cl)s1 (configuration not stated),-13.7%,-3.7%,0.1%,-4.3%,-1.9%,4.5%,-2.1%,-5.4%,-5.5%
CCc1c(O)nc(N2CCN(Cc3ccccc3)CC2)[nH]c1=O,1.3%,-6.1%,0.6%,-4.3%,3.9%,1.0%,4.7%,0.0%,3.9%
CCc1ccc(-n2nc(CO)c(C(=O)NCc3cccnc3)n2)cc1,-9.2%,2.0%,3.6%,80.1%[activator],6.5%,-11.5%,-31.0%,-9.1%,2.9%
Cc1ccc2c(c1)N(CCC(=O)NCc1cccs1)C(=O)C(C)O2 (configuration not stated),8.6%,-2.7%,0.1%,9.6%[57.1 µM],2.0%,0.3%,16.7%[11.4 µM],0.0%,11.2%[57.1 µM]
CCCS(=O)(=O)N1CCN(C(=O)c2cccs2)CC1,0.0%,-15.4%,0.4%,4.8%,-1.3%,-0.2%,6.9%,-0.8%,18.9%
CC(Nc1n[nH]c(=S)[nH]c1=O)C(=O)OCc1ccccc1 (configuration not stated),-2.5%,-13.0%,1.0%,3.3%,0.6%,1.0%,-45.0%,u,-2.8%
COc1ccc(CNC(=O)CSc2nc(C)cs2)cc1,-2.0%,-12.0%,1.6%,5.9%[57.1 µM],0.6%,-0.4%,-17.1%,14.8%,12.9%[57.1 µM]
COCc1cc(C)n(CC(=O)Nc2cc(C)cc(C)c2)c(=O)c1C#N,0.0%,3.9%,0.6%,4.0%,3.3%,3.4%,-2.4%,-1.7%,5.5%
CC(C)CC(OC(=O)CC1Sc2ccccc2NC1=O)C(=O)NC1CCCC1 (configuration not stated),1.7%,-7.7%,1.5%,6.7%[57.1 µM],11.9%,-3.0%,-21.7%,1.6%,29.3%[57.1 µM]
C=CCNC(=O)c1onc(CSc2cc(C)cc(C)c2)c1C(=O)NCC=C,5.5%,-23.1%,0.0%,4.1%,3.4%,-0.4%,-3.5%,2.6%,18.8%
COc1ccc(N(C(=O)Cn2nnc3ccccc32)C2(C(=O)NC3CCCC3)CCCCC2)cc1,-26.6%,-0.1%,2.0%,6.9%,7.2%,1.8%,9.1%,-7.0%,20.0%
O=C1CC(c2nc3ccccc3[nH]2)CN1Cc1ccccc1 (configuration not stated),-2.8%,-10.4%,-0.5%,-4.3%,-2.2%,0.1%,11.3%,1.4%,2.6%
COc1cc2sc3cc(NCc4ccc5c(c4)OCO5)ccc3c(=O)c2cc1OC,4.7%,-21.2%,x,13.9%,1.2%,1.4%,4.3%,-1.9%,3.1%
O=[N+]([O-])c1ccc(NN=Cc2ccc(O)cc2)nc1,1.4%,-15.1%,x,u,2.4%,2.2%,-32.3%,-0.4%,-5.5%

New compounds follow
mol,Vif-APOBEC3F blk,USP1 inh,RXFP1 agonist,TrxR1 substrate,IDH1 R132H inh,Vif-APOBEC3G blk,RGS4 inhibitor,ALOX12 inh,TrxR1 inh
CCOc1cc(/C=N/NC(=O)c2cccnc2)ccc1OCc1ccc(C(=O)OC)o1,-28.9%,-25.5%,-1.0%,1.1%,5.2%,-6.7%,18.9%,0.0%,7.4%
CC(C)(C)S(=O)(=O)N1Cc2ccc(CO)cc2[C@H]1CCO,9.1%,-17.7%,x,0.6%,-10.7%,-0.2%,14.0%,3.3%,9.7%
CCn1nc(C(=O)NCC(c2cccs2)N2CCOCC2)c2ccccc2c1=O (configuration not stated),u,0.5%,20.1%,-4.5%,-1.4%,1.6%,0.9%,0.0%,3.7%
Cc1c(C)c2c(OCC(=O)Nc3cccnc3)cc3c(c2oc1=O)CCC(C)(C)O3,-5.2%,-1.8%,0.7%,16.4%,-11.4%,-2.6%,-7.8%,28.0%,5.0%
CC(=O)Nc1nnc(-c2ccc3c(c2)CCCC3)o1,-3.1%,-10.4%,1.4%,3.9%,20.5%,0.0%,6.5%,7.9%,39.2%[activator]
CCOC(=O)c1ccc(S(=O)(=O)N2CCN(C(=O)c3ccccn3)CC2)cc1,-2.8%,-15.4%,x,7.3%,10.0%,-1.0%,1.0%,u,14.5%
Cc1ccc2nc(-c3ccccn3)cc(C(=O)N3CCN(c4ncccn4)CC3)c2c1,1.7%,-14.7%,-1.8%,-10.0%,-0.7%,0.3%,16.5%,152.6%[activator],10.2%[57.1 µM]

Not all compounds are listed; rates above refer to the full screens.
